CHRM4 PAM: positive allosteric modulators of human muscarinic M4 receptor. CHO-K1 hM4/Gqi5, Fluo-8 calcium fluorescence, ACh EC20; 0% = ACh EC20, 100% = maximal ACh. activation, % at 3 µM. actives 0.4% (n = 360,000). AID 624126;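 active = activation above its plate's cutoff, the mean activation of sample wells plus 3 SD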; note: some results filed as inactive read as strong as hits
Target sequence (P08173 whole entry, looked up): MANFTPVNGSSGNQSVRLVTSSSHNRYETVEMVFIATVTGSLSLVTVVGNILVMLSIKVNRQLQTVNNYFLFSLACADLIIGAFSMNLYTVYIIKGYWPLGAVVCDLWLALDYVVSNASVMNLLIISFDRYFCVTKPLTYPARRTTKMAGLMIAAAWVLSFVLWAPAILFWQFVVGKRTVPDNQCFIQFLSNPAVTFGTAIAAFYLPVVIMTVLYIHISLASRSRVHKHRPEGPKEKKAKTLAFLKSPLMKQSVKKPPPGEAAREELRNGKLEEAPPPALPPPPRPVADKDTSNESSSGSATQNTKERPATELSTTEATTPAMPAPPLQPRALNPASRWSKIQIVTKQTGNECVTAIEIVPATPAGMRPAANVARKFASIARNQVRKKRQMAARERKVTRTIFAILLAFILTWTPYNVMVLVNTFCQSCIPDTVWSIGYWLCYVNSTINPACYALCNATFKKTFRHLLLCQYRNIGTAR
pCIP destab: compounds decreasing mouse p/CIP protein stability | Q05BA5 | F442A p/CIP-EGFP cells, EGFP fluorescence, 16 h | decrease of EGFP signal, % at 10 µM | actives 0.01% (n = 290,000);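 active = EGFP signal decrease of at least 30% at 10 µM or well 3 SD below plate mean, unless failing retest; inactive = the rest, including hits failing retest or dose response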; note: some compounds called inactive have numbers as strong as hits; many of its hits are not listed in these tables
IDE inh: inhibits human insulin-degrading enzyme in HEK cells; FAbetaB cleavage, fluorescence polarization; actives 0.41% (n = 320,000); AID 434962; inhibition, % at 5.59 µM;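 active = percent inhibition above the average of all tested compounds plus 3 SD, set per screening campaign, cut at about 16% in these data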;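 note: IDE supplied by intact live HEK cells; FP after avidin binding of uncleaved biotin substrate so inhibition keeps polarization high; 0% = DMSO wells and 100% = 60 µM reference IDE inhibitor Ii1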
MEKK3 PB1 HTS: modulators (inhibitors or enhancers) of MEK5 binding to human MEKK3 PB1 domain | Q99759 | bead-based flow cytometry, Alexa488-MEK5 binding to MEKK3; actives lie on both sides; 0 = blocked by unlabeled MEK5, 100 = vehicle | binding response (% of control), % at 10 µM | actives 1.4% (n = 290,000) | AID 1529;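 active = binding response more than 3 SD above or below the average of its plate-row segment, actives on both sides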;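 note: Alexa488 bead fluorescence after subtracting the streptavidin-only scavenger bead signal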
GalR3 antag: human GalR3 antagonism | inhibition, % at 3 µM | O60755 | AID 651719 | actives 0.44% (n = 360,000) | HEK293 GalR3-CNG cAMP membrane potential fluorescence; galR3 body fused to GalR1 C-terminus;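 active = inhibition above the screen-wide average plus 3 SD, cut at about 13% in these data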;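 note: forskolin and galanin both at EC90 stimulate the cells; cAMP rise reported by CNG channel membrane potential dye signal; 0% = forskolin plus galanin with DMSO and 100% = forskolin alone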
Target sequence (O60755 1-299 limits assumed): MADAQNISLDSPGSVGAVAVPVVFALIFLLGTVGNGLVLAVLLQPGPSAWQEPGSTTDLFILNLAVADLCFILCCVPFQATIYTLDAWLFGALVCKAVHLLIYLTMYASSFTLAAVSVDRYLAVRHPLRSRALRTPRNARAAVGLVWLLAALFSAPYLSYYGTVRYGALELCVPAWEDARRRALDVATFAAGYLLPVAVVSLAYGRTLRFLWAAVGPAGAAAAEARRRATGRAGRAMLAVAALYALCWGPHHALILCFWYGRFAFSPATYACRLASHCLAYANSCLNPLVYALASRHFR
PHOSPHO1 inh: PHOSPHO1 (human) inhibition; Q8TCT1; recombinant PHOSPHO1, absorbance phosphatase assay; inhibition, % at 13.3 µM; actives 1.1% (n = 290,000); in the data active = inhibition above about 60%
Target sequence (Q8TCT1 whole entry, looked up): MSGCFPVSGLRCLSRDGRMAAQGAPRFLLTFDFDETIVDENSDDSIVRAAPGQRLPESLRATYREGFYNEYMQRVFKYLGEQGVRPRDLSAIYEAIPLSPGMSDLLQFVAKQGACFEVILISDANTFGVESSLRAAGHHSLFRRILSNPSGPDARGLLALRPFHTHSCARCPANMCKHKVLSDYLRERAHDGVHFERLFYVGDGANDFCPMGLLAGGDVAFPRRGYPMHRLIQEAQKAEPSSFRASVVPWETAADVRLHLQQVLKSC
CRFR2-BP ag: CRF-BP/CRF-R2 complex agonism; HEK293 CRF-R2/CRF-BP, calcium dye fluorescence (FLIPR); percent of saturating CRF peptide response; activation, % at 13.2 µM; actives 0.46% (n = 350,000); AID 588473;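 active = activation of at least 50%, plus an integration ratio under a set limit after plate pattern correction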;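 note: plate controls were neutral control wells without compound for no effect and CRF at EC100 for full effect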
IDE cell activ: activators of human insulin-degrading enzyme in cells; P14735; HEK cells, FAbeta-B cleavage, fluorescence polarization; 0% vehicle, 100% cell-free pure enzyme wells; activation, % at 5.96 µM; actives 0.073% (n = 340,000);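 active = activation above the mean of all tested compounds plus 3 SD, set per screening campaign, cut at about 17% in these data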
CRFBP-R2 block: blocks CRF-induced signaling of the CRF-BP/CRF-R2 complex | HEK293 CRF-R2/CRF-BP, CRF-induced calcium fluorescence | inhibition, % at 11.8 µM | actives 0.59% (n = 350,000) | AID 588475;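 active = inhibition of the ligand-induced calcium signal above about 50% at the single tested concentration, limit read from the data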
* marks the source's active call; other numbers are inactive results; / = not tested or not shown; [ ] = another dose, or the depositor's remark.

SMILES	CHRM4 PAM	pCIP destab	IDE inh	MEKK3 PB1 HTS	GalR3 antag	PHOSPHO1 inh	CRFR2-BP ag	IDE cell activ	CRFBP-R2 block
COc1ccc(Cl)cc1NS(=O)(=O)c1cccc(C(=O)NCC2(N(C)C)CCCCC2)c1	5	-2	/	104	-4	-7	15	2	-35
CC(C)(C)C1CCC(=O)C(C2(O)C(=O)Nc3ccccc32)C1 (configuration not stated)	-4	0	4	99	3	23	-1.4	1	-23
C=Cn1ccnc1CC(O)c1ccc(OC)cc1 (configuration not stated)	-9	/	4	/	-3	/	-1.5	6	3
CCN(CC)S(=O)(=O)c1ccc(C)c(NC(=O)Cn2cnc3cc([N+](=O)[O-])ccc3c2=O)c1	4	-7	2	69*[inhibitor]	0	47	-0.6	2	-5
COc1ccc(NC(=O)CS(=O)CC(=O)Nc2ccc(OC)c(OC)c2)cc1 (configuration not stated)	30*	-8	-2	98	-3	5	-1.9	-2	8
Cc1cc(C)c(NC(=O)/C(=C/c2ccccc2)c2ccccc2)c(C)c1	5	-2	9	101	-1	-7	-0.2	2	67*
Cc1ccc2c(c1)nnn2C1CCN(CC(=O)NCCc2nc3ccccc3[nH]2)CC1	4	5	6	109	4	12	-0.6	4	-4
Cc1ccc(-c2csc(N3CCC(C(N)=O)(N4CCCCC4)CC3)n2)cc1	9	-8	5	106	/	11	-1.3	0	-62
Cc1noc(C)c1CSCC(=O)Nc1cc(Cl)ccc1N1CCCCC1	-7	/	6	/	-7	/	0.2	5	15
CCCCCCCCCCCC(=O)c1c(O)cccc1O	8	2	5	107	-8	28	0.4	-2	15
Cc1ccc(-c2nnc(SC(C)C#N)n2N)cc1 (configuration not stated)	-4	3	3	121	-4	0	-0.8	-3	3
CCN1CCN(C(=O)c2ccc(COc3ccc(Cl)cc3)o2)CC1	2	5	4	105	-5	34	-0.7	-2	7
O=C(CN(Cc1ccc(Br)cc1)S(=O)(=O)c1ccccc1)NCc1ccncc1	-1	-2	5	105	-5	37	-1.6	-12	3
COCCCNC(=O)CN1C(=O)CSc2ccc(S(=O)(=O)N3CCOCC3)cc21	-4	-11	6	98	-7	24	-1.2	0	6
CN1CCC(=NNC(=O)C(=O)Nc2ccccc2)CC1	3	-2	1	97	0	44	-1.6	2	5
O=C(CCS(=O)(=O)c1ccc(Cl)cc1)NCCc1c[nH]c2ccccc12	5	-9	1	105	-6	15	-3.4	1	-36
CN(CCc1ccccn1)C(=O)CC1C(=O)NCCN1Cc1ccc(-c2ccccc2)cc1 (configuration not stated)	1	-8	6	98	-5	10	-3.6	1	3
NC[C@@H]1O[C@H](C23CC4CC(CC(C4)C2)C3)Cc2c1ccc(O)c2O	0	-2	2	107	/	-1	13	3	-14
CC(NC(=O)c1ccc(CS(C)(=O)=O)cc1)c1ccc(-c2ccccc2)cc1 (configuration not stated)	-7	-9	2	104	-11	40	0.3	6	2
COc1ccc(CN2C(=O)C(CC(=O)NCc3cccc4ccccc34)CC(C(=O)N3CCOCC3)=C2C)cc1 (configuration not stated)	0	/	/	/	-1	/	-0.8	/	-13

Entries from the list above that have an NH in an aromatic ring (2):
SMILES	CHRM4 PAM	pCIP destab	IDE inh	MEKK3 PB1 HTS	GalR3 antag	PHOSPHO1 inh	CRFR2-BP ag	IDE cell activ	CRFBP-R2 block
Cc1ccc2c(c1)nnn2C1CCN(CC(=O)NCCc2nc3ccccc3[nH]2)CC1	4	5	6	109	4	12	-0.6	4	-4
O=C(CCS(=O)(=O)c1ccc(Cl)cc1)NCCc1c[nH]c2ccccc12	5	-9	1	105	-6	15	-3.4	1	-36

Going on with the list.
SMILES	CHRM4 PAM	pCIP destab	IDE inh	MEKK3 PB1 HTS	GalR3 antag	PHOSPHO1 inh	CRFR2-BP ag	IDE cell activ	CRFBP-R2 block
COc1ccc(CNC(=O)CCN2C(=O)[C@@H]3Cc4ccccc4CN3C2=O)cc1	0	7	-5	101	-7	37	1.0	4	-10
Cn1nc(C(=O)Nc2ccccc2Cl)cc1C(=O)Nc1ccccc1Cl	-4	/	3	/	-2	/	0.6	2	-6
N#Cc1cn(-c2ccccc2)nc1-c1ccco1	6	-7	-3	101	-3	13	1.0	2	17
Cc1ccc(N(CC(=O)NCc2ccncc2)S(C)(=O)=O)cc1Cl	-8	-43	5	100	5	14	0.0	-2	11
C[C@H](NC(=O)c1nc[nH]c1C(=O)N1CCN(C(=O)OC(C)(C)C)CC1)C(=O)OCc1ccccc1	-2	5	5	97	2	20	-3.4	1	2
CC(=O)c1cc2c(cc1NS(=O)(=O)c1ccc(C)cc1)OCCO2	2	2	0	102	-11	-28	1.1	3	0
CCOC(=O)c1ccc(N2C(=O)CC(Sc3nc(C)cc(C)n3)C2=O)cc1 (configuration not stated)	8	6	/	104	-7	5	25	-2	-26
CC(C)CCn1nc(C(=O)Nc2nc3c(s2)CCCC3)c2ccccc2c1=O	11	-8	4	99	-4	-4	-0.2	0	-23
CSCc1nc2scc(-c3ccccc3)c2c(=O)[nH]1	9	2	/	107	4	32	1.4	-3	-12
Cc1ccc2cc(/C=N/NC(=O)c3ccccc3O)c(Cl)nc2c1	2	-3	5	106	-3	1	36	-4	48
Cc1cc(N)n2ncc(-c3ccccc3)c2n1	-2	12	5	104	-1	7	-4.7	-1	-19
O=C(c1ccco1)N1N=C(c2ccccc2O)CC1c1cccs1 (configuration not stated)	-2	/	/	/	-4	/	-1.9	/	-1
Cc1cccnc1NC(=O)C1c2ccccc2Oc2ccccc21	11	-13	3	109	-3	-12	-5.8	6	-6
Cc1nn(C)c(Cl)c1C(=O)NC(C(=O)O)c1ccccc1 (configuration not stated)	1	-8	-5	100	-6	10	-1.4	4	-14
CCN(Cc1nc2ccccc2c(=O)[nH]1)C(=O)COc1ccccc1Cc1ccccc1	2	/	/	/	-5	/	0.2	0	20
CN(CC(=O)NC1CCCCC1)S(=O)(=O)c1cccc2nsnc12	5	10	4	91	0	40	-0.4	5	-22
CC1CN(c2nc3c(c(=O)n(Cc4ccc(Cl)cc4)c(=O)n3C)n2C)CC(C)O1 (configuration not stated)	-3	-13	2	96	-4	13	-0.4	2	-18
OCCOc1ccc(CN2CCCC(N3CCN(c4ccc(F)cc4)CC3)C2)cc1 (configuration not stated)	1	-9	1	103	-12	14	1.0	2	6
CCC1Oc2ccccc2N(CC(=O)NCCCN2CCN(CC)CC2)C1=O (configuration not stated)	-1	-6	-1	105	-9	18	1.1	6	7
CSc1ncc(CN2CCN(C3CCN(C(C)C)CC3)C(CCO)C2)cn1 (configuration not stated)	-2	-20	/	103	-3	56	-1.2	-4	1
COC(=O)c1ccc(CSc2nnc(NC(=O)c3cc4c(s3)CCCC4)s2)cc1	1	-3	2	103	0	15	-1.0	2	22
Cc1csc(NC(=O)c2ccc(=O)[nH]c2)n1	0	3	-2	104	0	36	-0.7	4	-8
S=C(Nc1ccccc1)Nc1ccc(Cl)cn1	-14	-12	-4	102	/	37	2.3	5	0
COc1ccc(C2/C=C\CN(S(=O)(=O)c3cccs3)CC(=O)N2Cc2ccc(F)cc2)cc1 (configuration not stated)	-2	-10	-3	106	-9	0	0.8	-1	-5
CCCN1CCN(CCCNC(=O)Cn2nc(-c3ccc(C)cc3)ccc2=O)CC1	-3	-6	6	99	-2	52	0.5	-2	-16
CCc1ccc(NC(=O)CSc2nc3n[nH]c(C)c3c(=N)n2-c2cccc(OC)c2)cc1	0	0	-2	109	-7	2	-0.7	8	-27
O=C1CC(NS(=O)(=O)c2cccnc2)CN1c1ccccc1 (configuration not stated)	4	/	1	/	-3	/	1.4	-3	-4
CCOc1ccc(CSC2=NCCN2)cc1[N+](=O)[O-]	1	-18	4	91	-1	0	-1.4	9	6
CCOc1ccc2[nH]c(C)c(CN3CCOCC3)c(=O)c2c1	25	2	-2	90	-7	-33	0.0	-5	9
Cc1csc(NC(=O)CNC(=O)OCc2ccccc2)n1	-3	11	1	100	-4	9	-0.9	0	5

MEKK3 PB1 HTS: hit marks shown above.
SMILES	CHRM4 PAM	pCIP destab	IDE inh	MEKK3 PB1 HTS	GalR3 antag	PHOSPHO1 inh	CRFR2-BP ag	IDE cell activ	CRFBP-R2 block
CCN(CC)S(=O)(=O)c1ccc(C)c(NC(=O)Cn2cnc3cc([N+](=O)[O-])ccc3c2=O)c1	4	-7	2	69*[inhibitor]	0	47	-0.6	2	-5

Carrying on:
SMILES	CHRM4 PAM	pCIP destab	IDE inh	MEKK3 PB1 HTS	GalR3 antag	PHOSPHO1 inh	CRFR2-BP ag	IDE cell activ	CRFBP-R2 block
CCOc1ccc(NC(=O)CCc2nnc3ccc(N4CCC(C)CC4)nn23)cc1	-1	3	4	99	-7	-69	0.2	-6	7
COC(=O)N1CCN(CCc2ccccc2)CC1	0	-4	0	106	3	34	-0.2	-6	-10
CCCCCCCCCc1nc(N)n[nH]1	5	-2	0	/	7	8	0.4	4	-6
COc1cccc(CCc2nnc(CCC(=O)N3CCCC3c3nccs3)o2)c1 (configuration not stated)	9	1	-6	101	-6	44	-0.7	2	10
Cn1c(CCc2ccccc2)nnc1SCC(=O)N1CCCC1	3	-8	0	107	-1	20	1.5	1	-7
Cc1nnc(SCC(=O)NCCN2C(=O)CSC2=O)s1	4	-2	2	104	-1	-14	1.7	4	13
Nc1nc(N)nc(-c2cccc(Cl)c2Cl)n1	-2	/	3	/	0	/	-3.0	1	8
CCC1CCC(NC(=O)Nc2cccc(OC)c2)CC1 (configuration not stated)	-8	-2	3	99	-5	45	-1.0	-4	-15
COC(=O)COc1cccc2c(=O)n(CC(=O)NCCc3ccc(OC)c(OC)c3)ccc12	-5	-10	-4	78	/	6	-3.6	0	-14
CN(C)c1cc(=O)n2c(n1)SCCC2	-6	-4	4	95	5	45	-1.7	-2	-12
COCCNC(=O)/C(C#N)=C/c1ccc(-c2ccc(S(=O)(=O)N3CCOCC3)cc2)o1	-8	-18	0	99	1	5	5.9	1	7
Cc1ccc([C@H]2C[C@H](n3cc(COC(=O)c4ccccc4)nn3)[C@@H](O)CN2C(=O)C2CCCCC2)cc1	-1	/	/	/	-4	/	-0.7	/	3
COc1ccc(CNC(=O)C2CCCN2S(=O)(=O)c2ccc(C)cc2)cc1 (configuration not stated)	0	-4	-4	109	-1	-1	-0.6	2	-6
O/N=C/c1ccnc(SCc2ccc(Cl)cc2)n1	-23	3	4	62	3	-2	1.7	-6	-11
COc1ccccc1CNc1ncnc2nc[nH]c12	4	-3	3	110	-4	-17	4.2	-7	16
CC(=NNC(=O)c1ccncc1)c1ccc(Cl)cc1Cl	4	/	/	/	-5	/	-4.0	6	-3
Cc1cc(C)c2c(n1)sc1c(=O)n(Cc3ccc(F)cc3)cnc12	16	-3	0	104	-3	17	-0.6	3	4
CCNc1nc(N)nc(Oc2ccc(OCC)nn2)n1	-3	-20	-2	85	-1	16	-1.5	1	-19
CC(=NNC(=S)N1CCCCCC1)c1ccccn1	-5	/	/	/	-2	/	1.5	-24	-7
CC(=O)Nc1ccc(NC(=O)c2sc3nc4n(c(=O)c3c2C)CCCCC4)cc1	-5	-8	2	98	-3	12	-1.1	-1	-2
O=C(CN1C(=O)COc2ccccc21)N1CCN(C2CCCCC2)CC1	11	-3	-1	106	-11	27	-0.6	2	24
O=C(CN(Cc1ccco1)C(=O)CNS(=O)(=O)c1ccc(F)cc1)NCCc1ccccc1	-1	0	5	87	1	52	1.2	1	-13
CCOC(=O)C(OC(=O)c1sc(=S)n(C)c1C)C(C)=O (configuration not stated)	-1	46	6	101	-4	36	1.6	0	-2
Cc1cc(NC(=O)COC(=O)[C@H](Cc2c[nH]c3ccccc23)NC(=O)c2ccc(F)cc2)no1	-2	-12	6	98	-4	19	-1.7	2	17
